TRPN1 ag: zebrafish TRPN1 (NompC) channel agonism | HEK293 zebrafish TRPN1-YFP, Fluo-8 calcium fluorescence; 100% = response to 87 µM carbachol | activation, % at 3 µM | 220,000 compounds, 0.18% hits | AID 1424;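 active means activation above its plate's cutoff, the mean activation of test wells on that plate plus 3 SD, cut at about 19% in these data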;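 further: 0% = DMSO alone and 100% = 87 µM carbachol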
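Material – zebrafish TRPN1-YFP in HEK293 cells · Doses – 3 µM single point · Schedule – dye 1 h 37 °C plus 30 min RT · Signal – Fluo-8 calcium fluorescence, excitation 470-495 nm, emission 515-575 nm · Read-out – % activation versus carbachol response · Control set – carbachol high, DMSO low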
Runt-SMMHC FRET: blocks binding of human RUNX1 Runt domain to CBFb-SMMHC; Cerulean-Runt/Venus-CBFb-SMMHC FRET ratio 530/480, 1 h; inhibition, % at 20 µM; 220,000 compounds, 0.74% hits; Q01196+Q13951;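 active means mean inhibition across duplicate retests at 20 µM reaching about 50%, limit read from the data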;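 further: 0% = DMSO wells and 100% = wells with excess untagged CBFb-SMMHC; inhibitors lower the FRET ratio by blocking Runt binding to CBFb-SMMHC; some results filed as inactive read as strong as hits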
Target sequence (Q01196 whole entry, looked up, the tested form may be a part): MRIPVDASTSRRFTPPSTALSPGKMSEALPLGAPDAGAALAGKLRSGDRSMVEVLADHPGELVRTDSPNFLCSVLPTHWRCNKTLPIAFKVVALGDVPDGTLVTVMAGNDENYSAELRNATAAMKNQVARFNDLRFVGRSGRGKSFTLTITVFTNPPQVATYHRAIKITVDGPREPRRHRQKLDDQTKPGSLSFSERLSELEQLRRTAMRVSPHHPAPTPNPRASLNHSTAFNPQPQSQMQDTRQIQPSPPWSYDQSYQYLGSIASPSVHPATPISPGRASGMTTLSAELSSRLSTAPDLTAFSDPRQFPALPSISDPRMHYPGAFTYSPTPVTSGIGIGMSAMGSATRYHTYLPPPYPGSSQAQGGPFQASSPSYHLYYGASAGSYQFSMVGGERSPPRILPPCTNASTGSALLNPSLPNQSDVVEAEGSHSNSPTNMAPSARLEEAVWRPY
Target sequence (Q13951 whole entry, looked up, the tested form may be a part): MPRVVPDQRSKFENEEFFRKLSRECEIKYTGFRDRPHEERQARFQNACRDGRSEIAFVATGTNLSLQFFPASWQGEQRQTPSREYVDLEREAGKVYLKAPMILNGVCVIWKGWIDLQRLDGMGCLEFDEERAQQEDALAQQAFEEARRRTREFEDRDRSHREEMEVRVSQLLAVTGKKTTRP
CHOP inh: CHOP inhibition in unfolded protein response. CHO-K1 CHOP-promoter luciferase, tunicamycin-induced, 15-18 h. inhibition, % at 10 µM. 220,000 compounds, 3.8% hits;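 active means compounds that reduced the stress-induced luciferase reporter signal by more than about 70% of percent inhibition, limit read from the data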;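 further: 0% = tunicamycin plus vehicle and 100% = wells without tunicamycin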
NCF1 inh: inhibitors of human p47phox binding | p47phox/p22phox peptide binding, fluorescence polarization, 2 h | AID 1274 | P14598 | 220,000 compounds, 0.53% hits | inhibition, % at 24.7 µM;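 active means inhibition above about 30%, limit read from the data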;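 further: 0% = p47phox with labelled peptide and 100% = labelled peptide alone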
EBV gp42 block: EBV gp42 inhibition; inhibition, % (tested at 21.74 µM); Fluorescence polarization binding assay, mP read-out; Q1HVG2; 220,000 compounds, 0.42% hits; AID 1085; in the data active means inhibition above about 50%
Target sequence (Q1HVG2 whole entry, looked up): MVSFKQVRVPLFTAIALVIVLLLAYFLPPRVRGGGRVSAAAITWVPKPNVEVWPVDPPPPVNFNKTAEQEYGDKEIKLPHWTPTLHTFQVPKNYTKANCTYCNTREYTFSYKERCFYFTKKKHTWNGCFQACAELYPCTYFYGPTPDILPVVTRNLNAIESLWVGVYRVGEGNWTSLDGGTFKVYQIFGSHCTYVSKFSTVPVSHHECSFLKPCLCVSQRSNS
Mdm2 ligase inh: inhibitors of human Mdm2 E3 ubiquitin ligase; cell-based MDM2 ubiquitination luciferase reporter, 2 h; 0 = plate control, 100 = twice control, blank-subtracted; signal enhancement, % at 5 µM; 210,000 compounds, 0.11% hits; AID 1230;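 active means signal enhancement of 30% or more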;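 further: luminescence tracks abundance of the self-degrading MDM2-luciferase fusion protein; higher signal means inhibition of MDM2 E3 ligase activity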
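test system = mammalian cells stably expressing self-ubiquitinating, self-degrading MDM2 E3–luciferase fusion | quantity = 2000 cells/well | incubation = cell settling 4 h, compound treatment 2 h, both 37 °C | signal = luminescence with SteadyLite reagent, 15 min at room temperature | evaluation = % enhancement relative to plate controls after blank subtraction | benchmarks = plate controls and plate blanks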
TRPML3 agonist: agonists of human TRPML3 channel. HEK293 TRPML3-YFP, Fluo-8 calcium fluorescence; 100% = the carbachol control signal. activation, % at 3 µM. AID 1448. 220,000 compounds, 0.29% hits;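 active means activation above its plate's cutoff, the mean activation of the plate's test wells plus 3 SD, cut at about 12% in these data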;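 further: 0% = DMSO only wells and 100% = carbachol wells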
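system = HEK293 cells stably carrying human TRPML3-YFP | doses = one concentration, 3 µM nominal, 0.3% DMSO | timing = dye loading 1 h 37 °C then 30 min ambient, 125 s read | detection = Fluo-8 calcium dye fluorescence, ex 470-495, em 515-575 nm | benchmarks = high control carbachol 87 µM, low control DMSO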
PPC-1+TRAIL kill: kills PPC-1 cancer cells in the presence of TRAIL | 220,000 compounds, 0.41% hits | AID 1443 | cell killing (% activity), % at 4 µM | PPC-1 cells + TRAIL, ATPLite viability luminescence;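 active means cell killing above 50% in the first pass at 4 µM, then a duplicate retest at 5 µM averaging 50% or more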;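 further: plate controls were cells with TRAIL plus DMSO for no effect and medium-only wells lacking cells for full effect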
TNF death inh: blocks TNF-alpha induced death of Jurkat FADD-/- cells; AID 463075; 220,000 compounds, 0.068% hits; Jurkat FADD-/- TNF necroptosis rescue, ATP luminescence, 24 h; 0 = TNF only, 100 = no-TNF cells; activation (protection from cell death), % at 10 µM;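 active means activation, meaning protection from cell death, of at least 50% relative to plate controls; inactive means activation below 50%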;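 further: necroptosis triggered by 40 ng/mL TNF-alpha added together with compound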
* hit, by the source's call; . = not tested or not shown.

molecule	TRPN1 ag	Runt-SMMHC FRET	CHOP inh	NCF1 inh	EBV gp42 block	Mdm2 ligase inh	TRPML3 agonist	PPC-1+TRAIL kill	TNF death inh
COCCN(C(C)=O)c1nnc(-c2cnccn2)s1	0.1	-2	25	9	5	-18	-0.6	11	21
Cc1cc(C(=O)CN2CC(C)OC(C)C2)c(C)n1-c1ccccc1 (centres undefined)	0.8	5	-15	-7	-17	-81	-0.2	-26	0.1
CCOC(=O)CSC1=C(C#N)C(=O)NC(c2ccc(OC)c(OC)c2)S1 (centres undefined)	0.4	-2	-24	-11	3	-6	0.5	-11	-8.4
CC(=O)Nc1ccc(S(=O)(=O)N2CCN(C(=O)N3CCOCC3)CC2)cc1	1.1	-2	22	-14	-10	1	0.8	11	-0.1
C/C(Cc1ccccc1)=N\NC(=O)c1cccnc1	-0.6	1	-1	10	-19	-8	0.2	16	1.3
NNc1nc2c(Cl)c(Cl)ccc2s1	0.6	-14	23	2	-12	3	0.8	26	0.3
CN(C)/C=C/C(=O)c1ccc(C(F)(F)F)cc1F	2.0	2	5	1	-4	-3	0.8	10	-0.4
Cc1nc2ccc(S(=O)(=O)NC(C(=O)Nc3nccs3)C(C)C)cc2s1 (centres undefined)	0.0	0	4	-3	0	-14	0.1	-11	1.0
CSC1=N/C(=C\c2ccc(Cl)cc2)C(=O)N1N(C)C	-0.3	1	17	5	-5	-13	0.6	14	0.9
COc1ccc2c(c1)[nH]c1c(=O)n(/N=C/c3ccc(OC)c(COc4ccccn4)c3)cnc12	0.5	-2	23	-7	-8	0	0.9	12	0.0
S=C(Nc1ccccc1)Nc1nc2ccccc2n1CCOc1ccc(Br)cc1	-0.3	26	14	-16	7	-21	1.4	11	-13
CCN(CC)CCn1c(-c2ccc(C)cc2)nc(=S)c2c1CC(C)(C)OC2	-2.8	0	-12	4	-1	-3	1.1	5	-0.7
O=C(CN1CCC(NC(=O)c2ccccc2)CC1)NCc1ccccc1F	-0.2	-1	12	-12	-16	-9	-0.3	8	1.1
CC(Oc1ccc(Cl)cc1)c1ccnc(N)n1 (centres undefined)	-2.5	-5	7	-4	-4	-16	-0.4	16	0.3
Cn1c(SCC2CCCO2)nnc1-c1ccncc1 (centres undefined)	-1.2	-2	-5	-7	-3	-4	0.3	-16	-1.9
CN(CC1CCCO1)S(=O)(=O)c1ccc(C(=O)N2CCN(c3ccccc3)CC2)cc1 (centres undefined)	0.8	2	26	1	-1	4	1.5	2	1.7
COc1ccc(C2CC(c3cccs3)=NN2C(=O)CSc2nncn2C)cc1OC (centres undefined)	1.2	-3	5	-7	-2	-4	1.0	21	-0.4
COc1cccc(C2NC(=O)NC(C)=C2C(=O)Nc2cc(OC)ccc2OC)c1 (centres undefined)	0.5	0	11	-9	1	4	-1.2	-3	-3.5
O=c1c2ccccc2[nH]c(=S)n1CCC1=CCCCC1	0.1	2	32	-17	-3	-3	2.0	21	2.0
CCOc1cc(/C=N/NC(=O)c2ccc(O)cc2)ccc1Oc1nc(Cl)ncc1F	1.8	4	22	-22	-27	0	-0.9	10	-1.6
CS(=O)(=O)N(CC(=O)NCCSc1ccccc1)c1ccc2c(c1)OCO2	-0.7	2	8	-6	-15	-7	0.6	-13	2.5
CC(=O)c1cccc(NC(=S)N2CCN(CCN3C(=O)c4cccc5cccc(c45)C3=O)CC2)c1	1.5	-5	-12	14	-11	1	1.1	-2	2.2
CN(Cc1nc2ccccc2n1C)S(C)(=O)=O	-1.4	-1	19	-3	4	-11	1.4	34	-0.3
CC(=O)NC(=O)NC1CSCC1OC(C)=O (centres undefined)	0.3	1	31	-4	2	-1	0.6	2	-0.9
CC[n+]1ccccc1/C=C/Nc1ccccc1	0.8	-13	5	3	-11	-4	0.5	11	1.5
Cc1cccc(OCCNc2nc3c(c(=O)n(C)c(=O)n3C)n2C)c1	-0.1	0	13	-4	-3	-21	0.0	19	-0.5
CS(=O)(=O)N(CC(=O)O)c1cccc(Cl)c1	0.5	-1	25	-8	-12	-17	1.3	7	-0.7
CC(=O)c1c(C)nc(-c2ccc(OCC(=O)Nc3ccccc3)cc2)n1O	2.2	2	-2	-14	-7	-6	0.9	.	1.4
Cc1ccc(NC(=O)COC(=O)C(CC(C)C)N2C(=O)C3CC=CCC3C2=O)c(C)c1 (centres undefined)	-0.6	-4	16	-7	1	-5	0.2	10	1.5
O=C(Nc1ccc(S(=O)(=O)N2CCCC2)cc1)C1COc2ccccc2O1 (centres undefined)	-0.9	-1	17	-5	-13	-10	-0.2	2	4.7
Cc1cccc(N(CC(N)=O)C2SC(=O)NC2=O)c1 (centres undefined)	0.6	4	35	10	4	0	1.0	22	-0.4
CC(=O)c1ccc(OC(=O)c2cccs2)cc1	1.5	1	27	-2	6	5	0.4	10	-0.2
Cc1nc2n(n1)C(O)c1cc([N+](=O)[O-])ccc1S2 (centres undefined)	-1.8	-1	-18	-4	-27	-23	-0.1	8	-0.5
O=C(O)CSCC(=O)NCc1ccccc1	-0.2	-6	28	-3	-9	-2	-0.2	4	0.0
O=C(CCCCCNC(=S)Nc1ccc(Cl)cc1)C[N+](=O)[O-]	0.8	2	8	-8	-4	-4	1.3	13	-0.5
COc1ccc(OC)c(C(=O)c2coc3ccc(O)cc23)c1	-3.4	4	16	-4	3	-12	-2.0	-4	-6.4
O=C1CCc2cc(S(=O)(=O)N3CCC(C(=O)NC4CCCc5ccccc54)CC3)ccc2N1 (centres undefined)	-0.4	-2	30	-7	-8	-16	-0.2	19	-0.5
Cc1nnsc1NC(=O)OCCCl	1.9	0	-2	-4	-22	-21	0.3	-7	-0.6
CN1CCN(C2CC(=O)N(Cc3ccc(N4CCCC4=O)cc3)C2=O)CC1 (centres undefined)	-0.7	-3	-4	-8	-4	-14	-0.1	14	-1.8
COC(=O)c1sc2nc(-c3ccccc3)c3c(c2c1N)CCCC3	0.9	21	46	1	6	-20	-0.3	17	-0.6
Cc1cc(C)n(C(=O)c2c([N+](=O)[O-])cnn2C)n1	0.8	3	18	-7	-17	14	0.3	9	-6.8
CS(=O)(=O)Nc1ccccc1C(=O)c1ccccc1	-0.5	3	37	-5	-7	-3	0.1	-28	-2.0
N#Cc1ccccc1OCC(=O)N1CCc2ccccc2C1	0.1	-1	8	-10	-21	-1	0.5	30	0.9
CCOC(=O)c1nnn(-c2nc(OC)nc(N3CCCC3)n2)c1-c1ccccc1	0.0	2	27	-7	-15	-17	-0.3	-3	-2.1
O=C(CCN1CCOCC1)c1ccc(Br)cc1	1.4	17	-30	-5	-16	3	1.1	28	1.2
O=C(Nc1ccc(Cl)c([N+](=O)[O-])c1)C(Sc1ccccc1)c1ccccc1 (centres undefined)	0.9	4	83*	-13	9	7	0.7	20	2.6
CCC(c1nnnn1Cc1ccc2c(c1)OCO2)N1CCN(c2ccccc2)CC1 (centres undefined)	-1.5	-2	34	-18	-4	-2	-0.7	13	-0.8
COc1cc(C(=O)Nc2nncs2)cc(OC)c1OC	2.0	1	20	6	-4	-12	1.1	12	1.6
COC(=O)Nc1ccc(Cn2cc(C(F)(F)F)ccc2=O)cc1	0.9	-3	11	13	-3	-6	-1.1	13	0.3
O=C(c1cc2ccccc2o1)n1nnc2ccccc21	1.9	-1	20	-15	7	-12	0.4	0	-0.5

The listing continues.
molecule	TRPN1 ag	Runt-SMMHC FRET	CHOP inh	NCF1 inh	EBV gp42 block	Mdm2 ligase inh	TRPML3 agonist	PPC-1+TRAIL kill	TNF death inh
COc1ccccc1NC(=O)CSc1nc(O)cc(=O)[nH]1	-0.1	8	-26	-8	-1	-8	-0.6	7	-2.3
Cc1nccn1CCCNCc1c(C(=O)N2CCCCCCC2)nc2ccc(Cl)cn12	-1.6	-2	-9	-10	-8	-7	0.1	15	0.7
O=C1Cc2ccccc2C(=O)N1Cc1ccccc1	0.0	-2	-25	-10	-10	-1	0.5	-11	2.3
CCOc1ccc2nc(SCC(=O)c3ccc(C)s3)sc2c1	-0.1	-7	30	-14	-22	-5	0.4	-13	-0.7
Clc1ccc(Nc2ccc(-n3ccnc3)nn2)cc1Cl	1.9	0	22	-22	2	-36	0.3	-4	-10.0
C=CCOC(=O)/C(=C\c1cccc2ccccc12)NC(=O)c1ccccc1	-0.3	4	17	2	5	-6	-0.9	8	-2.2

Exported with two lines to a compound: entries from further up
Below each compound – TRPN1 ag | Runt-SMMHC FRET | CHOP inh | NCF1 inh | EBV gp42 block | Mdm2 ligase inh | TRPML3 agonist | PPC-1+TRAIL kill | TNF death inh
Cc1ccc(NC(=O)COC(=O)C(CC(C)C)N2C(=O)C3CC=CCC3C2=O)c(C)c1 (centres undefined)
 : -0.6 | -4 | 16 | -7 | 1 | -5 | 0.2 | 10 | 1.5
NNc1nc2c(Cl)c(Cl)ccc2s1
 : 0.6 | -14 | 23 | 2 | -12 | 3 | 0.8 | 26 | 0.3
Clc1ccc(Nc2ccc(-n3ccnc3)nn2)cc1Cl
 : 1.9 | 0 | 22 | -22 | 2 | -36 | 0.3 | -4 | -10.0
